Bioassay records deposited in PubChem by National Center for Advancing Translational Sciences (NCATS).
Tb PGK inh: blocks T. brucei phosphoglycerate kinase; PGK/GAPDH coupled, Kinase-Glo luminescence, 60 min; Potency, µM (highest dose often 57.5 µM), for inactives: top-dose activity change, negative = inhibition, hits mostly inhibitors; 380,000 tested, 0.043% active; further: on the % scale 0 is the no-effect control and ±100 the full control effect; nearly all actives have a fitted effect of over 60% in size
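Recombinant glycosomal PGK reaction used 1,3-bisphosphoglycerate generated in-well by GAPDH (100nM final) in 100mM TEA pH 7.6, 5mM MgCl2, 0.01% Tween-20. After 60 minutes at room temperature, ATP was read by Kinase-Glo Plus luminescence end-point.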
BAZ2B inh: inhibitors of human BAZ2B bromodomain | AlphaScreen BAZ2B-H3K14Ac peptide displacement | AID 504333 | Q9UIF8 | 360,000 tested, 4.4% active | Potency, µM (series often up to 114 µM), for the others: at the top dose activity change, negative = inhibition, hits mostly inhibitors; further: on the % scale 0 is the no-effect control and ±100 the full control effect; nearly all actives have a fitted effect of over 60% in size
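Complex of BAZ2B and biotin-H3K14Ac (50 nM apiece) forms over 30 min at RT, then faces library compounds up to 110 uM for another 30 min; AlphaScreen beads added, 20 min dark incubation, luminescence read.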
GLS inh: inhibitors of human glutaminase (GLS); GLS enzymatic activity, qHTS titration; O94925; AID 624170; Potency, µM (top dose mostly 45.5 µM), for inactives: top-dose activity change, negative = inhibition, most hits filed as inhibitors; 410,000 tested, 0.21% active; further: on the % scale 0 is the no-effect control and ±100 the full control effect
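hKGA in 45 mM KH2PO4 pH 8.2, 0.02% Tween-20 with pin-transferred compounds; 1 mM L-glutamine (stock) plus glutamate oxidase/HRP/Amplex Red coupling added. Fluorescence read initially and after 30 min at RT.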
G9a inh: blocks human histone lysine methyltransferase G9a; G9a H3K9 monomethylation, AlphaScreen, 2 h; Q96KQ7; Potency, µM (doses to about 102 µM), without a hit: at the top dose activity, negative = inhibition, usual class: inhibitors; 350,000 tested, 8.8% active; further: on the % scale 0 is the no-effect control and ±100 the full control effect; nearly all actives have a fitted effect of over 75% in size
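AlphaScreen detection with an anti-monomethyl H3K9 antibody quantified product after a 2 h room-temperature reaction containing 500 nM biotinylated H3K9 peptide, 20 µM SAM and 20 nM enzyme, which had been preincubated 15 min with compound.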
Pol iota inh: blocks human DNA polymerase iota activity; Q9UNA4; Potency, µM (top dose mostly 115 µM), for the others: top-dose activity, negative = inhibition, most hits filed as inhibitors; 390,000 tested, 1% active; Pol iota fluorescent replication assay, 10 min; AID 588590
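Pol iota at 10 nM preincubated 15 min with compounds at room temperature; reaction started with fluorescent substrate, 50 nM final. Fluorescence read kinetically at 0 and 10 min; buffer-only wells as negative control.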
Pin1 inhibitor: human Pin1 inhibition; Q13526; Pin1 FP peptide displacement, HiFluor488, 10 min; Potency, µM (titrated, usually from 115 µM), inactives show at the highest dose activity, negative = inhibition, actives largely listed as inhibitors; 390,000 tested, 0.009% active; active means well fitted inhibition curve with a large enough effect in the polarisation, with a control signal flat, not every such curve was filed as active; inconclusive means small, poorly fitted or top-dose-only effect, or effect the other way, or a change in a side signal; inactive means no such curve, though single readings can be large or run the other way; the % refers to the polarisation; further: on the % scale 0 is the no-effect control and ±100 the full control effect
HP1b chromo inh: HP1-beta chromodomain-methylated histone interaction inhibition; AlphaScreen HP1-beta / biotin-H3K9me3 peptide binding; 390,000 tested, 0.56% active; P83916; AID 540317; Potency, µM (series often up to 114 µM), for inactives: at the top dose activity change, negative = inhibition, most hits filed as inhibitors; further: nearly all actives have a fitted effect of over 70% in size; inactives centre near 23
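AlphaScreen: HP1-beta (50 nM) preformed 30 min with biotin-H3(1-18)K9me3 peptide (50 nM) in PBS pH 7.4, 0.01% Tween-20. Compound added for 30 min at RT, then streptavidin donor/nickel chelate acceptor beads (10 ug/mL) for 30 min.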
BLM helicase inh: Bloom syndrome helicase (human) inhibition | AID 2528 | P54132 | recombinant BLM DNA unwinding, fluorescence dequenching | 350,000 tested, 0.2% active | Potency, µM (series often up to 56.1 µM), for inactives: top-dose activity change, negative = inhibition, usual class: inhibitors;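 further: plate controls were vehicle for no effect and no enzyme for full effect; nearly all actives have a fitted effect of over 35% in size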
Target sequence (P54132 whole entry, looked up): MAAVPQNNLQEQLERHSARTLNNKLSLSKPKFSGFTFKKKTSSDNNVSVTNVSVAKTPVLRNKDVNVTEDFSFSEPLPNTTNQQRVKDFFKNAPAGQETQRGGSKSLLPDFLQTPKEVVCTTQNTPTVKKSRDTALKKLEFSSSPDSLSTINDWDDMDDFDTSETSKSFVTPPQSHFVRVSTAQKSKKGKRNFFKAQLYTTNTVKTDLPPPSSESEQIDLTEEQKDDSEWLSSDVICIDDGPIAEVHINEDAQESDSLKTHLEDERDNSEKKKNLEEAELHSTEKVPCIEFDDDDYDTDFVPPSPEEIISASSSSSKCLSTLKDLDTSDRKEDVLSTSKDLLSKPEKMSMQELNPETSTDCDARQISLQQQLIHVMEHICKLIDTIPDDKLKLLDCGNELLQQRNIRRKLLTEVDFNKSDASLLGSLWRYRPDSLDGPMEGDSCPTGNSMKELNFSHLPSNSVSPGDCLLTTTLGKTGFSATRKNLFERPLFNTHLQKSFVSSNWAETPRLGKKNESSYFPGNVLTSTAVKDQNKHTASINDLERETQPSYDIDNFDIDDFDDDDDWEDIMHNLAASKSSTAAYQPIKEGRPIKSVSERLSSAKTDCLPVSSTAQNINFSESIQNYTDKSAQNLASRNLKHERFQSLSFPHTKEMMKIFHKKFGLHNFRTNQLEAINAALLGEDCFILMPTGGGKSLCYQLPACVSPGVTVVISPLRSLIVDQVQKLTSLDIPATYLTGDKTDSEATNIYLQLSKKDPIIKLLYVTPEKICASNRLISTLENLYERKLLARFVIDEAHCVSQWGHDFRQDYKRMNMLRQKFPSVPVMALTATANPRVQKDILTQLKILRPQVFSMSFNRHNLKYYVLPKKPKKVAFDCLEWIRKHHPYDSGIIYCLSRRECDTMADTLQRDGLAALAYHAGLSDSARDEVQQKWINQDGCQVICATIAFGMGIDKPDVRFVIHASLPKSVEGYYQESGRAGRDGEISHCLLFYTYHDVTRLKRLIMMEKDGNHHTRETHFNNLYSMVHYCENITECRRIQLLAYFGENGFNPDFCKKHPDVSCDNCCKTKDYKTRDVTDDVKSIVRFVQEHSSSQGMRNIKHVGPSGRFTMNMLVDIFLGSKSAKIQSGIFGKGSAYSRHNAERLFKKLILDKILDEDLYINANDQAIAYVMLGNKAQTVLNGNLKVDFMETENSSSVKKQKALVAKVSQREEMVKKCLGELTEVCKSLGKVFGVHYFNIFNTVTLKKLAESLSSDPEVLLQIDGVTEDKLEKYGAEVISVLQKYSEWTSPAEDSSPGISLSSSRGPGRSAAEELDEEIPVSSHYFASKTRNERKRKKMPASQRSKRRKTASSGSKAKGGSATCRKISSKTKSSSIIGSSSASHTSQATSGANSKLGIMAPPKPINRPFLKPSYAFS
JMJD2A Tudor: JMJD2A Tudor domain (human) inhibition; O75164; AlphaScreen JMJD2A-Tudor / H3K4me3 peptide binding; Potency, µM (top dose mostly 114 µM), without a hit: top-dose activity change, negative = inhibition, actives largely listed as inhibitors; 390,000 tested, 4.4% active; AID 504339; further: on the % scale 0 is the no-effect control and ±100 the full control effect; nearly all actives have a fitted effect of over 50% in size
* hit, by the source's call; i = inactive; ? = inconclusive; . = not tested or not shown; & = joins results of further samples; [ ] = another dose, or the depositor's remark. Unless noted, the call rests on the fitted dose curve; in most records, active means well fitted curve in the direction sought with a large enough effect; inconclusive means small, poorly fitted or top-dose-only effect, or another doubt; inactive means no such curve, though single readings can be large; an effect the other way counts as inactive or inconclusive. Potency means the concentration at half of the fitted maximal effect. Not all compounds are listed, so the mix of outcomes need not match the whole.

Structure	Tb PGK inh	BAZ2B inh	GLS inh	G9a inh	Pol iota inh	Pin1 inhibitor	HP1b chromo inh	BLM helicase inh	JMJD2A Tudor
CC(=O)NCCC(=O)Nc1nc(-c2c[nH]c3ccccc23)cs1	i	-32%	-2%	-24%	?	5%	-20%	2%	-34%
Cc1cc2nn(-c3ccc(F)cc3)nc2cc1NC(=O)c1ccc(C(C)(C)C)cc1	-8%	-13%	-3%	-2%[59 µM]	18%	-3%	25%	3%	-11%
COc1ccc(C(=O)N[C@H](C(=O)OCC(=O)NC(=O)c2cccn2C)C(C)C)cc1	-3%	?	0%	9%[59 µM]	46%[activator]	0%	1%	7%	-14%
CC(O)/C=C/C1OC(=O)CC1Nc1ccc(C=O)cc1 (stereo unspecified)	-10%	0%	-3%	28%[59 µM]	-8%	3%	28%	2%	-14%
COc1ccc(NC(=O)CCc2nc3ccccc3c(=O)[nH]2)cc1S(=O)(=O)N1CCCCC1	-5%	.	-4%	.	17%	3%	12%	.	-24%
Cc1cccc(C(=O)N2CC(=O)Nc3ccc(F)cc3C2c2ccc(F)cc2)c1 (stereo unspecified)	-9%	1%	4%	-12%	-4%	5%	48%[activator]	-7%	-6%
COc1ccc(N2C(=O)c3cccc4c(N(C)CCO)ccc(c34)C2=O)cc1	8%	3%	-2%	9%	-13%	?	14%	-8%	-17%
Cc1ccc(S(=O)(=O)NC(CC(=O)NCC2CCCO2)c2ccccc2)cc1 (stereo unspecified)	-11%	-13%	-4%	15%	23%	-1%	38%[activator]	-1%	0%
Cc1cc(C)n(-c2ncnc3sc4c(c23)CC(C)CC4)n1 (stereo unspecified)	.	6%	-4%	7%	13%	4%	15%	-3%	2%
CCn1nc(C)c(CCN(C)C(=O)Nc2cccc(Cl)c2C)c1C	6%	-7%	1%	-1%[59 µM]	16%	3%	24%	0%	-6%
CCOC(=O)N1CCN(c2ccc(F)cc2[N+](=O)[O-])CC1	0%	-38%	4%	-20%	20%	-1%	0%	2%	-28%
O=C(Cn1cc(C(F)(F)F)ccc1=O)N/N=C/c1ccc(Cl)cc1	i	2%	-9%	43%[59 µM]	43%[activator]	2%	27%	-4%	2%
N#Cc1cn(CCCOc2ccccc2)c2ccccc12	i	109%[activator]	-1%	58%[activator][59 µM]	-10%	8%	198%[activator]	4%	100%[activator]
CCc1ccc(NC(=S)NC(=O)c2c(-c3ccccc3Cl)noc2C)cc1	5%	?	2%	.	34%[activator]	?	17%	-8%	-8%
CC1CCN(C(=O)CCc2ccc(Oc3cc([N+](=O)[O-])cc([N+](=O)[O-])c3)cc2)CC1	-4%	28µM*	6%	?	-24%	-10%	45µM*	-1%	13µM*
CC(C)c1ccc(OCc2ccc(C(=O)N3CCN(c4ccccn4)CC3)cc2)cc1	3%	0%	20%	-6%	5%	3%	35%	-14%	-15%
Cc1onc(-c2c(Cl)cccc2Cl)c1C(=O)N1CCN(c2ccc(F)cc2)CC1	i	-19%	-4%	-15%	21%	-1%	?	-3%	-22%
CN(C(=O)c1c[nH]c2ccc(S(=O)(=O)Nc3cccc(C(F)(F)F)c3)cc2c1=O)C1CCCCC1	4%	-1%	8%	-6%[59 µM]	?	?	31%	1%	-18%
CN(Cc1ccc(F)cc1)S(=O)(=O)c1nnc(NC(=O)c2ccccc2Cl)s1	-7%	-4%	7%	?	13%	6%	49%[activator]	-5%	6%
CCN(CC)CCCNC(=O)c1cc(-c2ccc(Cl)cc2)on1	2%	-21%	3%	?	19%	-1%	20%	-6%	-7%

Sorted by SMILES length (lowest first): part of the list above
Structure	Tb PGK inh	BAZ2B inh	GLS inh	G9a inh	Pol iota inh	Pin1 inhibitor	HP1b chromo inh	BLM helicase inh	JMJD2A Tudor
CCc1ccc(NC(=S)NC(=O)c2c(-c3ccccc3Cl)noc2C)cc1	5%	?	2%	.	34%[activator]	?	17%	-8%	-8%
Cc1ccc(S(=O)(=O)NC(CC(=O)NCC2CCCO2)c2ccccc2)cc1 (stereo unspecified)	-11%	-13%	-4%	15%	23%	-1%	38%[activator]	-1%	0%
COc1ccc(N2C(=O)c3cccc4c(N(C)CCO)ccc(c34)C2=O)cc1	8%	3%	-2%	9%	-13%	?	14%	-8%	-17%

Further results
Structure	Tb PGK inh	BAZ2B inh	GLS inh	G9a inh	Pol iota inh	Pin1 inhibitor	HP1b chromo inh	BLM helicase inh	JMJD2A Tudor
Cc1ccc(Cl)cc1NC(=O)c1oc2ccc(S(=O)(=O)N3CCC4(CC3)OCCO4)cc2c1C	2%	3%	9%	8%[59 µM]	14%	4%	27%	-7%	-8%
O=C(c1ccc(Cl)cc1)N1CCN(C(=O)C2CCCCC2)CC1	-6%	-19%	-13%	10%	2%	2%	22%[57 µM]	-1%	4%
OC(CNCc1ccccc1)(c1ccc(F)cc1)c1ccc(F)cc1	-6%	12%	.	40%[59 µM]	15%	1%	69%[activator]	-6%	46%[activator]
O=C(O)CP(=O)(c1ccccc1)c1ccccc1	0%	-3%	2%	3%	1%	-1%	7%	0%	-25%
Cc1ccc(C(C)C)c(OCC(=O)Nn2c(=O)[nH]c3ccccc3c2=O)c1	1%	1%	15%	17%[59 µM]	22%	-9%	23%	-4%	-15%
O=C(O)c1c[nH]ccc1=O	-2%	?	-15%	?	0%	0%	-32%	-3%	7.1µM*
FC(F)(F)c1cccc(CN2CCN(c3ncccn3)CC2)c1	-3%	.	-1%	.	3%	-1%	50%	.	-16%
Cc1cc(C(=O)CCC(=O)Nc2ncccc2C)c(C)s1	1%	?	-19%	6%[0.501 µM]	?	?	3%	.	?
COc1ccc(CN(C)C(=O)c2cccc(S(=O)(=O)N3CCCc4ccccc43)c2)c(OC)c1OC	3%	.	7%	.	9%	6%	21%	.	-10%
Cc1cc(/C=N/NC(=O)COc2cccc3cccnc23)c(C)n1-c1ccc(O)cc1	-7%	-9%	-3%	8%[59 µM]	10%	-4%	30%	-3%	-8%

Looked up above.
JMJD2A Tudor, O=C(Cn1cc(C(F)(F)F)ccc1=O)N/N=C/c1ccc(Cl)cc1 = 2%
BAZ2B inh, Cc1cc2nn(-c3ccc(F)cc3)nc2cc1NC(=O)c1ccc(C(C)(C)C)cc1 = -13%
BAZ2B inh, Cc1ccc(Cl)cc1NC(=O)c1oc2ccc(S(=O)(=O)N3CCC4(CC3)OCCO4)cc2c1C = 3%
JMJD2A Tudor, CC(=O)NCCC(=O)Nc1nc(-c2c[nH]c3ccccc23)cs1 = -34%

Carrying on:
Structure	Tb PGK inh	BAZ2B inh	GLS inh	G9a inh	Pol iota inh	Pin1 inhibitor	HP1b chromo inh	BLM helicase inh	JMJD2A Tudor
COc1ccccc1CNC(=O)C(C)n1c(=O)cc(-c2ccccc2)c2c(C)nn(C)c21 (stereo unspecified)	-4%	?	6%	3%[59 µM]	-3%	4%	1%	0%	-25%
Cc1ccccc1NC(=O)c1cccc(C(F)(F)F)c1	-4%	9%	-2%	19%[59 µM]	-11%	-1%	33%	-4%	9%
COc1ccc(CN2C(=O)C(C)Nc3ncnc(N4CCN(c5ccccc5)CC4)c32)cc1 (stereo unspecified)	-3%	.	13%&44%	.	?	25%	-8%	.	?
O=C1CC(N2C(=O)/C(=C/C=C/c3ccccc3)SC2=S)C(=O)N1c1ccccc1 (stereo unspecified)	2%	?	3%	-15%[59 µM]	-13%	?	-18%	-3%	-23%
CCNC(=O)Nc1cc2nc(C)n(Cc3ccc(Br)cc3)c2nc1C	-2%	-32%	2%	-38%	-1%	0%	19%	-2%	-16%
CN(CC(=O)Nc1c(Cl)cccc1Cl)C(=O)Cn1[nH]c(=O)c2ccccc2c1=O	-2%	-3%	-1%	-13%[12.7 µM]	?	-3%	18%	.	-20%
COc1ccc2c(=O)c(-c3cnn(-c4ccccc4)c3)c(C)oc2c1	-9%	4%	8%	2%[59 µM]	?	-3%	11%	-10%	3%
CCc1c(C)c2ccc(O)c(CN3CCN(c4cc(Cl)ccc4C)CC3)c2oc1=O	-8%	2%	14%	-4%[59 µM]	51%[activator]	12%	4%	-5%	-15%
Cc1cccc(OC2CCN(Cc3c(C(=O)N4CCCC4)nc4ccccn34)CC2)c1	8%	-4%	1%	8%[0.501 µM]	25%	2%	31%	-3%	-13%
O=C(COc1ccc(Br)cc1)N1CCN(c2ccc([N+](=O)[O-])c(N3CCCCC3)c2)CC1	7%	-13%	10%	35µM*	31%[activator]	-9%	-9%	-5%	?
O=c1[nH]cccc1-c1nc2cc(Cl)ccc2n1Cc1ccccc1	-2%	-13%	0%	71µM*	0%	-3%	35%	-5%	-18%
Cc1c(C)c2c(OCC(=O)NCc3ccco3)cc3c(c2oc1=O)CCC(C)(C)O3	i	4%	-3%	-17%	7%	-6%	45%[activator]	2%	-9%
O=C(CCC(=O)N1CC2CCCN2c2ccccc21)NCc1ccc(F)cc1 (stereo unspecified)	0%	-26%	-5%	-13%[59 µM]	3%	-3%	24%	-1%	?
CC1CCc2nc(NCCO)nc(C(F)(F)F)c2C1 (stereo unspecified)	.	-1%	-5%	11%[12.7 µM]	0%	-2%	36%[activator]	-4%	-2%
Cc1nc(N2CCCC2)c2c(C(=O)N3CCN(c4cc(Cl)ccc4C)CC3)c(C)oc2n1	i	-8%[57.1 µM]	9%	?	10%	-2%	90%[activator]	-8%	-33%
CCCCc1ccc(NS(=O)(=O)c2cc3c4c(c2)CC(=O)N4CCC3)cc1	-6%	-10%	-6%	-29%[59 µM]	-24%	14%	7%	-10%	-31%
CCOc1ccccc1NC(=O)Cn1nnc(C(=O)NCc2ccc(F)cc2)c1N	0%	.	-5%	9%[59 µM]	-12%	5%	33%	-6%	-17%
Cc1ccc(S(=O)(=O)NCC(=O)N(CC(=O)NC(C)(C)C)Cc2ccc3c(c2)OCO3)cc1	-9%	2%	8%	22%	40%[activator]	-7%	?	-2%	-15%
CCOC(=O)C1CCN(c2nc(C)nc3c2oc2ccccc23)CC1	-2%	0%	5%	-8%[59 µM]	-4%	?	44%[activator]	-8%	-30%
CC(=O)c1ccc(N2CCN(c3nc4ccccc4c4nc(-c5cccc(C)c5)nn34)CC2)cc1	-4%	4%	7%	20%[59 µM]	0%	-1%	39%[activator]	-1%	5%
